# T cruzi HTS = inhibitors of intracellular Trypanosoma cruzi; intracellular Trypanosoma cruzi in host cells, plate reader; activity score (inhibition), % at 5.01 µM; 22,000 compounds, 4.9% hits; AID 651903; in the data active = activity score above about 55%; inconclusive = no clear call, values can overlap the other calls;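 also: parasites and compound incubated about four days before reading; 0% = median of neutral control wells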
# INS-1E ATP HTS = INS-1E beta cell protection from cytokine death; INS-1E cytokine-induced death, ATP luminescence, 48 h; normalised: neutral wells 0, positive control 100; protection from cytokine-induced ATP loss, % at 10 µM; 20,000 compounds, 0.1% hits; AID 488910;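 active = mean replicate protection from cytokine-induced ATP loss at least 50% and at least 75% of replicates each reaching 50%; inconclusive = meets only one of the two criteria, mean or replicate share; inactive = fails both the mean and replicate share criteria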
#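 Assay system – rat INS-1E insulinoma cell line · Quantity – 8000 cells per well · Buffer or medium – RPMI without phenol red, 5% FBS · Schedule – 48 h co-treatment, 10 min post-lysis read · Technique – luminescent ATP assay (CellTiter-Glo)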
# * marks the source's active call; other numbers are inactive results; ? = inconclusive; . = no result given.
Structure,T cruzi HTS,INS-1E ATP HTS
C[C@H]1CN([C@@H](C)CO)C(=O)Cc2cc(NC(=O)CCCCCC(=O)Nc3ccccc3N)ccc2O[C@@H]1CN(C)C(=O)Nc1ccc(C(F)(F)F)cc1,-26.8,-9.7
CC(C)NC(=O)Nc1ccc2c(c1)C(=O)N([C@H](C)CO)C[C@H](C)[C@@H](CN(C)C(=O)Nc1ccc(F)cc1)O2,-8.5,11.2
C[C@H]1CN([C@@H](C)CO)C(=O)c2cc(NC(=O)NC3CCCCC3)ccc2O[C@@H]1CN(C)Cc1ccc2c(c1)OCO2,-5.3,-8.0
C[C@@H]1CN([C@H](C)CO)C(=O)c2cccc(NC(=O)C3CCOCC3)c2O[C@@H]1CN(C)C(=O)NC1CCCCC1,-25.4,4.2
C[C@H]1CN([C@@H](C)CO)C(=O)c2cccc(NC(=O)Nc3ccccc3)c2O[C@@H]1CN(C)C(=O)Nc1ccccc1,46.0,2.0
CCCN(C)C[C@H]1OCCCC[C@@H](C)Oc2ccc(N(C)C)cc2C(=O)N([C@H](C)CO)C[C@@H]1C,44.9,2.5
CCOC(=O)N(C)C[C@@H]1OCc2cnnn2CCCC(=O)N([C@H](C)CO)C[C@H]1C,-29.9,.
COc1ccc(S(=O)(=O)N(C)C[C@@H]2Oc3ncc(/C=C/c4ccccc4)cc3C(=O)N([C@H](C)CO)C[C@@H]2C)cc1,49.2,.
C[C@H]1CN([C@@H](C)CO)C(=O)Cc2cc(NC(=O)CCCCCC(=O)Nc3ccccc3N)ccc2O[C@H]1CN(C)C(=O)Nc1cccc2ccccc12,-14.8,2.7
C[C@@H]1CN([C@@H](C)CO)C(=O)Cc2cc(NC(=O)Nc3ccc(C(F)(F)F)cc3)ccc2O[C@@H]1CN(C)C(=O)Nc1ccc2c(c1)OCO2,13.6,-15.4
C[C@H]1CN([C@@H](C)CO)C(=O)c2cc(NC(=O)Nc3ccccc3)ccc2O[C@H]1CN(C)C(=O)Nc1ccc2c(c1)OCO2,-14.9,-3.1
CC(C)NC(=O)Nc1ccc2c(c1)C(=O)N([C@@H](C)CO)C[C@H](C)[C@H](CN(C)C)O2,-4.2,10.0
C[C@H](CO)N1C[C@H](C)[C@H](CN(C)S(C)(=O)=O)Oc2ccc(NS(=O)(=O)c3ccc(F)cc3)cc2CC1=O,-9.5,18.4
C[C@H]1CN([C@@H](C)CO)C(=O)c2cccc(NC(=O)C3CCCCC3)c2O[C@@H]1CN(C)S(=O)(=O)c1ccccc1,5.4,1.6
CNC[C@@H]1Oc2ccc(NS(=O)(=O)c3cn(C)cn3)cc2CC(=O)N([C@@H](C)CO)C[C@@H]1C,-21.3,4.7
COc1ccc(NC(=O)N(C)C[C@@H]2OCCCC[C@@H](C)Oc3ccc(NC(=O)Nc4ccccc4)cc3C(=O)N([C@H](C)CO)C[C@@H]2C)cc1,-10.6,2.0
COc1ccc(S(=O)(=O)Nc2ccc3c(c2)C(=O)N([C@H](C)CO)C[C@@H](C)[C@@H](CN(C)Cc2ccc(C(=O)Nc4ccccc4N)cc2)O3)cc1,42.7,11.9
C[C@H]1CN([C@@H](C)CO)C(=O)Cc2cc(NC(=O)C3CC3)ccc2O[C@@H]1CN(C)Cc1ccccc1,19.0,-7.0
C[C@@H]1CN([C@H](C)CO)C(=O)c2cccc(NC(=O)Nc3ccccc3)c2O[C@@H]1CN(C)C,-11.9,-0.2
Cc1ccc(S(=O)(=O)Nc2cccc3c2O[C@H](CN(C)Cc2ccc(Oc4ccccc4)cc2)[C@@H](C)CN([C@@H](C)CO)C3=O)cc1,23.6,0.4
CC(C)NC(=O)N(C)C[C@H]1Oc2c(NC(=O)Nc3ccccc3)cccc2C(=O)N([C@@H](C)CO)C[C@H]1C,7.9,11.7
C[C@@H]1CN([C@H](C)CO)C(=O)CCCn2nncc2CO[C@@H]1CN(C)Cc1cccc(O)c1,-17.9,1.5
COc1ccc(NC(=O)N(C)C[C@H]2Oc3ccc(NS(=O)(=O)c4ccc(Cl)cc4)cc3CC(=O)N([C@H](C)CO)C[C@H]2C)cc1,-6.0,1.1
C[C@@H]1CN([C@H](C)CO)C(=O)Cc2cc(NC(=O)CCC(F)(F)F)ccc2O[C@@H]1CN(C)S(=O)(=O)c1ccccc1,-14.2,25.3
C[C@H]1CN([C@@H](C)CO)C(=O)c2cc(NC(=O)CCCCCC(=O)Nc3ccccc3N)ccc2O[C@@H]1CN(C)C(=O)Nc1ccccc1,-20.4,6.0
C[C@H](CO)N1C[C@H](C)[C@H](CN(C)Cc2ccc(C(F)(F)F)cc2)Oc2ccc(NC(=O)Cn3cnnn3)cc2CC1=O,-35.3,7.2
CC(C)NC(=O)N(C)C[C@@H]1Oc2c(NS(=O)(=O)c3ccc(Cl)cc3)cccc2C(=O)N([C@H](C)CO)C[C@H]1C,-34.5,5.9
C[C@@H]1CN([C@@H](C)CO)C(=O)c2cc(NS(C)(=O)=O)ccc2O[C@@H]1CN(C)S(=O)(=O)c1cccs1,-2.0,-0.4
COc1ccc(S(=O)(=O)N(C)C[C@@H]2Oc3c(NC(=O)CCCCCC(=O)Nc4ccccc4N)cccc3C(=O)N([C@@H](C)CO)C[C@H]2C)cc1,11.0,-4.3
COc1ccc(NC(=O)Nc2ccc3c(c2)C(=O)N([C@H](C)CO)C[C@H](C)[C@H](CN(C)Cc2ccc4c(c2)OCO4)OCCCC[C@@H](C)O3)cc1,25.6,-22.2
C[C@@H]1CN([C@@H](C)CO)C(=O)c2cccc(N(C)C)c2O[C@H]1CN(C)S(=O)(=O)c1ccc(F)cc1,-6.5,9.9
COc1ccc(S(=O)(=O)Nc2ccc3c(c2)C(=O)N([C@H](C)CO)C[C@H](C)[C@H](CN(C)C(=O)Cc2ccccc2)OCCCC[C@@H](C)O3)cc1,4.0,1.8
CC(C)NC(=O)Nc1ccc2c(c1)C(=O)N([C@@H](C)CO)C[C@@H](C)[C@H](CN(C)S(=O)(=O)c1ccccc1)O2,0.8,0.2
C[C@H]1CN([C@@H](C)CO)C(=O)Cc2cc(NS(C)(=O)=O)ccc2O[C@H]1CN(C)C(=O)Nc1ccc(F)cc1,2.5,-0.8
Cc1ccc(S(=O)(=O)Nc2cccc3c2O[C@@H](CN(C)S(=O)(=O)c2ccc(Cl)cc2)[C@H](C)CN([C@@H](C)CO)C3=O)cc1,-0.6,15.2
C[C@@H]1CN([C@H](C)CO)C(=O)CCCn2nncc2CO[C@@H]1CN(C)CC1CC1,-7.5,.
C[C@H]1CN([C@@H](C)CO)C(=O)Cc2cc(NC(=O)Cn3cnnn3)ccc2O[C@H]1CN(C)S(=O)(=O)c1cn(C)cn1,-11.1,-2.0
C[C@@H]1CN([C@H](C)CO)C(=O)c2cccc(NC(=O)CCCCCC(=O)Nc3ccccc3N)c2O[C@@H]1CN(C)S(C)(=O)=O,-22.1,-5.2
C[C@H](CO)N1C[C@H](C)[C@H](CN(C)S(=O)(=O)c2ccc(F)cc2)Oc2ccc(NC(=O)CCN3CCOCC3)cc2C1=O,-21.0,.
Cc1ccc(S(=O)(=O)Nc2ccc3c(c2)CC(=O)N([C@H](C)CO)C[C@@H](C)[C@H](CN(C)Cc2ccc(Oc4ccccc4)cc2)O3)cc1,50.1,-59.1
C[C@H](CO)N1C[C@H](C)[C@H](CN(C)Cc2ccc(C(F)(F)F)cc2)Oc2c(NS(=O)(=O)c3cn(C)cn3)cccc2C1=O,17.1,6.0
C[C@H]1CN([C@@H](C)CO)C(=O)c2cccc(NC(=O)c3ccncc3)c2O[C@@H]1CN(C)S(=O)(=O)c1cn(C)cn1,-25.4,2.6
Cc1ccc(S(=O)(=O)N(C)C[C@@H]2Oc3ncc(C#Cc4ccccc4)cc3C(=O)N([C@H](C)CO)C[C@@H]2C)cc1,57.0*,-14.6
C[C@@H]1CN([C@@H](C)CO)C(=O)c2cc(NC(=O)Nc3ccc(C(F)(F)F)cc3)ccc2O[C@H]1CN(C)Cc1ccc(C(=O)O)cc1,-3.7,-0.8
COc1ccc(S(=O)(=O)Nc2ccc3c(c2)C(=O)N([C@@H](C)CO)C[C@H](C)[C@H](CN(C)Cc2ccncc2)O3)cc1,-11.8,.
C[C@@H]1CN([C@@H](C)CO)C(=O)Cc2cc(NC(=O)Nc3ccccc3)ccc2O[C@@H]1CN(C)S(=O)(=O)c1ccc(F)cc1,5.2,-2.3
Cc1noc(C)c1NC(=O)N(C)C[C@H]1Oc2ccc(NC(=O)Cc3ccccc3)cc2CC(=O)N([C@@H](C)CO)C[C@H]1C,-3.3,6.7
C[C@H]1CN([C@@H](C)CO)C(=O)c2cccc(NC(=O)C3CCOCC3)c2O[C@H]1CN(C)C(=O)Nc1ccc(C(F)(F)F)cc1,-15.9,0.3
C[C@H]1CN([C@@H](C)CO)C(=O)CCCn2nncc2CO[C@@H]1CN(C)Cc1ccccc1C(F)(F)F,6.5,.
C[C@@H]1CCCCO[C@@H](CN(C)Cc2ccc3c(c2)OCO3)[C@@H](C)CN([C@H](C)CO)C(=O)c2cc(NC(=O)c3ccccc3)ccc2O1,11.5,-13.4

# The list goes on:
Structure,T cruzi HTS,INS-1E ATP HTS
COc1ccc(S(=O)(=O)N(C)C[C@H]2Oc3c(NS(=O)(=O)c4ccc(C)cc4)cccc3C(=O)N([C@H](C)CO)C[C@@H]2C)cc1,-9.7,10.4
C[C@H]1CN([C@@H](C)CO)C(=O)Cc2cc(NC(=O)Nc3ccc(C(F)(F)F)cc3)ccc2O[C@H]1CN(C)S(=O)(=O)c1ccc(F)cc1,30.9,-13.3
C[C@H]1CN([C@@H](C)CO)C(=O)c2cc(NS(C)(=O)=O)ccc2O[C@@H]1CN(C)S(=O)(=O)c1ccccc1,-12.2,9.1
Cc1ccc(CN(C)C[C@@H]2OCc3cnnn3CCCC(=O)N([C@H](C)CO)C[C@@H]2C)cc1,-0.3,.
Cc1noc(C)c1NC(=O)N(C)C[C@@H]1Oc2ccc(NC(=O)Nc3ccc4c(c3)OCO4)cc2C(=O)N([C@H](C)CO)C[C@H]1C,-9.9,8.9
COc1ccc(NC(=O)Nc2cccc3c2O[C@@H](CN(C)Cc2ccc(C(=O)O)cc2)[C@@H](C)CN([C@H](C)CO)C3=O)cc1,-23.6,10.8
C[C@@H]1CN([C@H](C)CO)C(=O)c2cccc(NC(=O)c3ccncc3)c2O[C@H]1CN(C)C(=O)Nc1ccccc1,-14.1,3.8
C[C@H]1CN([C@@H](C)CO)C(=O)c2cc(NC(=O)Nc3ccc4c(c3)OCO4)ccc2O[C@H]1CN(C)Cc1ccc(C(F)(F)F)cc1,13.1,-11.4
C[C@H](CO)N1C[C@H](C)[C@@H](CN(C)Cc2ccc(C(=O)Nc3ccccc3N)cc2)Oc2c(cccc2N(C)C)C1=O,6.5,-1.1
C[C@H](CO)N1C[C@H](C)[C@H](CN(C)C(=O)Nc2ccc(C(F)(F)F)cc2)Oc2ccc(NS(=O)(=O)c3cccs3)cc2CC1=O,8.3,-4.7
COc1ccc(NC(=O)N(C)C[C@@H]2Oc3ccc(NS(=O)(=O)c4c(C)noc4C)cc3C(=O)N([C@@H](C)CO)C[C@H]2C)cc1,-10.6,3.7
Cc1ccc(S(=O)(=O)N(C)C[C@@H]2Oc3c(NC(=O)c4cnccn4)cccc3C(=O)N([C@H](C)CO)C[C@@H]2C)cc1,7.1,3.2
C[C@H](CO)N1C[C@H](C)[C@H](CN(C)CC2CC2)Oc2ccc(NC(=O)CCCCCC(=O)Nc3ccccc3N)cc2C1=O,14.0,-4.2
C[C@@H]1CN([C@H](C)CO)C(=O)c2cccc(NC(=O)Nc3ccc(C(F)(F)F)cc3)c2O[C@@H]1CN(C)Cc1ccc(C(=O)O)cc1,18.3,10.0
C[C@@H]1CN([C@@H](C)CO)C(=O)CCCn2cc(nn2)CO[C@@H]1CN(C)C(=O)c1ccc2ccn(C)c2c1,-9.7,7.7
COc1ccc(NC(=O)Nc2ccc3c(c2)CC(=O)N([C@H](C)CO)C[C@H](C)[C@H](CN(C)Cc2ccc(Cl)c(Cl)c2)O3)cc1,2.5,-17.9
C[C@@H]1CN([C@@H](C)CO)C(=O)Cc2cc(NS(=O)(=O)c3ccc(F)cc3)ccc2O[C@@H]1CN(C)Cc1ccc(C(F)(F)F)cc1,?,-40.6
C[C@@H]1CN([C@H](C)CO)C(=O)c2cc(NS(=O)(=O)c3ccc(Cl)cc3)ccc2O[C@@H]1CN(C)CC1CCCCC1,8.9,.
C[C@H]1CN([C@@H](C)CO)C(=O)CCCn2nncc2CO[C@H]1CN(C)Cc1ccc2c(c1)OCO2,6.0,.
Cc1ccc(S(=O)(=O)N(C)C[C@H]2Oc3ccc(NS(C)(=O)=O)cc3C(=O)N([C@H](C)CO)C[C@@H]2C)cc1,-12.9,2.4

# High-throughput results from PubChem.

# Some of the compounds tested; count on the stated rates, not on these rows.
